Compound activity from PubChem.
MIN6 prolif: inducers of MIN6 beta-cell proliferation, primary screen, ATP luminescence, uHTS | 0.29% of 330,000 active | MIN6 cells proliferation, ATPlite luminescence, 48 h; cells starved in 0.2% serum; 100% = growth in 10% serum | AID 2380, 2010 | proliferation, % at 10 µM;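 active means compounds whose signal lies at least 3.5 SD above the mean of all wells on their plate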;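 further: 0% = DMSO-treated cells in low-serum medium and 100% = 10% serum control; some compounds called inactive have numbers as strong as hits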
hIAP inh: human IAP inhibitors, primary screen, biochemical, luminescence, uHTS | inhibition, % at 10 µM | 0.12% of 330,000 active | purified IAP, CDP-Star luminescence, 30 min | AID 2544, 2010 | Intestinal-type alkaline phosphatase (Homo sapiens), P09923;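 active means inhibition reaching a set limit with compound at 10 µM in the primary screen, cut at about 35% in these data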;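 further: plate controls were DMSO wells with enzyme for no effect and no-enzyme buffer wells for full effect; values of inactives mirror those of a sister screen read the other way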
mIAP activ: activators of mouse IAP, primary screen, biochemical, luminescence, uHTS; activation factor at 10 µM; 0.24% of 330,000 active; intestinal alkaline phosphatase [Mus musculus]; muIAP, CDP-Star luminescence, 30 min; stronger effect = higher value; 1 = vehicle-only enzyme signal, 0 = enzyme-free wells;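 active means activation factor of at least 2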; further: the source names both 10 and 20 µM as test concentration; values of inactives mirror those of a sister screen read the other way
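Assay system: mouse IAP enzyme / Compound: DMSO-dissolved test compounds / Timing: 30 min, room temperature / Measured by: luminescence from enzymatic CDP-Star hydrolysis / Control set: DMSO-only wells, enzyme-free buffer wells as negative control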
GRIN3A LBD mod: binders of NR3A ligand-binding domain, primary screen, biophysical, differential scanning fluorimetry, uHTS; 2.5% of 340,000 active; Tm shift relative to glycine control, % at 25 µM; Glutamate receptor ionotropic, NMDA 3A (GRIN3A) ligand-binding domain; NR3A LBD differential scanning fluorimetry, Tm shift; 0% = protein alone, 100% = glycine-bound protein;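 active means melting temperature shift of at least 10% of the positive control shift, at one fixed dose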
A3G deaminase: APOBEC3G DNA deaminase inhibitors, primary screen, biochemical, fluorescence, single-stranded DNA substrate, uHTS. recombinant A3G, ssDNA deamination FAM/TAMRA fluorescence. 0.28% of 330,000 active. inhibition, % at 20 µM. DNA dC->dU-editing enzyme APOBEC-3G (Homo sapiens), Q9HC16;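 active means inhibition of at least 40% at 20 µM, with no more than 30% in the related APOBEC3A deaminase screen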;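 further: plate controls were DMSO wells with A3G for no effect and wells lacking A3G enzyme for full effect; some compounds called inactive have numbers as strong as hits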
Target sequence (Q9HC16 whole entry, looked up): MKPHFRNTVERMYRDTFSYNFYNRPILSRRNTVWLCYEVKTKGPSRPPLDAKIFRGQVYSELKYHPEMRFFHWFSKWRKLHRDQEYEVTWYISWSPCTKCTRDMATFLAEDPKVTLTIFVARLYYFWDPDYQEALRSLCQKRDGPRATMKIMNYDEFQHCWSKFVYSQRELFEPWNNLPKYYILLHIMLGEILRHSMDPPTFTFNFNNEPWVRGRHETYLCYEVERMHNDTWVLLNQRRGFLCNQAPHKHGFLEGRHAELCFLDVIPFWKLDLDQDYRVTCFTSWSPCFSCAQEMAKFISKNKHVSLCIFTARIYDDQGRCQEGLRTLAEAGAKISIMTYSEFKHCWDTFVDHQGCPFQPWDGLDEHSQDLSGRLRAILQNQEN
mIAP inh: inhibitors of mouse IAP, primary screen, biochemical, luminescence, uHTS. intestinal alkaline phosphatase [Mus musculus]. purified mouse IAP, CDP-Star luminescence, 30 min. inhibition, % at 10 µM. 0.2% of 330,000 active. AID 2806, 2010;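 active means inhibition of at least 40% at 10 µM in the primary screen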;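 further: plate controls were DMSO with enzyme for no effect and no enzyme wells for full effect; values of inactives mirror those of a sister screen read the other way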
MPTP inh: mitochondrial permeability transition pore inhibitors, primary screen, biochemical, isolated mouse mitochondria, absorbance; Ca2+ swelling absorbance, 30 min; inhibition, % at 10 µM; 1.4% of 360,000 active; AID 602449, 2012;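 active means inhibition of 50% or more, scaled per plate between neutral and stimulator controls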;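 further: 0% = DMSO wells given calcium and 100% = 1 mM EGTA wells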
APOBEC3A inh: APOBEC3A ssDNA deaminase inhibitors, primary screen, selectivity assay for APOBEC3G inhibitor project, biochemical, FAM/TAMRA oligo cleavage fluorescence; DNA dC->dU-editing enzyme APOBEC-3A (Homo sapiens), P31941; inhibition, % at 20 µM; 0.41% of 330,000 active; recombinant A3A, FAM/TAMRA ssDNA deamination fluorescence;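 active means at least 40% inhibition at 20 µM here, with at most 30% in a related deaminase screen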;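 further: plate controls were A3A with DMSO for no effect and wells lacking A3A enzyme for full effect; some results filed as inactive read as strong as hits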
Target sequence (P31941 whole entry, looked up): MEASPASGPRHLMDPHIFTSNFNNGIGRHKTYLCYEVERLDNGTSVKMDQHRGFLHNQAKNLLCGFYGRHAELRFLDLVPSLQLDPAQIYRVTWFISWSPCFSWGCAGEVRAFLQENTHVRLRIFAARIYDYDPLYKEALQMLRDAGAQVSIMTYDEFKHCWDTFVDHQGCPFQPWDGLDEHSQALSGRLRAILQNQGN
hIAP activ: human IAP activators, primary screen, biochemical, luminescence, uHTS. purified human IAP, CDP-Star luminescence, 30 min; stronger effect = higher value; 1 = vehicle-only enzyme, 0 = enzyme-free background. activation factor at 10 µM. 0.16% of 330,000 active;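 active means activation factor of the enzyme at least 2-fold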; further: the source names both 10 and 20 µM as test concentration; values of inactives mirror those of a sister screen read the other way
Numbers without * were called inactive.

What do the screens show for `C=C(C)CSc1nc2sc3c(c2c(=O)n1-c1ccc(C)cc1)CCN(C)C3`?
MIN6 prolif: -5; hIAP inh: 1; mIAP activ: 0.95; GRIN3A LBD mod: -7; A3G deaminase: -8; mIAP inh: 5; MPTP inh: -0.4; APOBEC3A inh: -4; hIAP activ: 0.99

What do the screens show for `Cc1nc2ccccc2c2nc(NC(=O)C(F)(F)F)nn12`?
MIN6 prolif: -1; hIAP inh: -2; mIAP activ: 0.95; GRIN3A LBD mod: -1; A3G deaminase: -1; mIAP inh: 5; MPTP inh: -1.3; APOBEC3A inh: 1; hIAP activ: 1

Results for CCCCc1noc(-c2c(-c3ccccc3Cl)noc2C)n1 ?
MIN6 prolif: -4; hIAP inh: 6; mIAP activ: 0.91; GRIN3A LBD mod: 1; A3G deaminase: -6; mIAP inh: 9; MPTP inh: -0.6; APOBEC3A inh: 1; hIAP activ: 0.94

What do the screens show for `COc1cc(OC)c(C2=NOC(C(=O)NCc3cccnc3)C2)cc1Cl` (stereo not given)?
MIN6 prolif: -1; hIAP inh: 7; mIAP activ: 1; GRIN3A LBD mod: 2; A3G deaminase: -3; mIAP inh: 0; MPTP inh: 6.7; APOBEC3A inh: -4; hIAP activ: 0.93

How did Cc1cccc(OCC(=O)N(Cc2ccc(F)cc2)C2CCS(=O)(=O)C2)c1C (stereo not given) do in these assays?
MIN6 prolif: 1; hIAP inh: -7; mIAP activ: 1; GRIN3A LBD mod: -1; A3G deaminase: -4; mIAP inh: -1; MPTP inh: -0.1; APOBEC3A inh: -1; hIAP activ: 1.1

How did O=C(N/N=C/C=C/c1ccccc1)C1CC1c1ccccc1 (stereo not given) do in these assays?
MIN6 prolif: -4; hIAP inh: 1; mIAP activ: 0.95; GRIN3A LBD mod: -3; A3G deaminase: -5; mIAP inh: 5; MPTP inh: 0.8; APOBEC3A inh: 0; hIAP activ: 0.99

What do the screens show for `CCCCOc1cccc(C(=O)NC(=S)Nc2cccc(NC(=O)c3ccccc3Cl)c2)c1`?
MIN6 prolif: 0; hIAP inh: 7; mIAP activ: 0.76; GRIN3A LBD mod: 6; A3G deaminase: -7; mIAP inh: 24; MPTP inh: 1.1; APOBEC3A inh: -1; hIAP activ: 0.93

What do the screens show for `CSc1nsc(SCc2ccc(F)cc2)n1`?
MIN6 prolif: 0; hIAP inh: -2; mIAP activ: 1.1; GRIN3A LBD mod: 0; A3G deaminase: -1; mIAP inh: -10; MPTP inh: 2.9; APOBEC3A inh: 2; hIAP activ: 1

What do the screens show for `O=C1CCCCc2sc(Br)c([N+](=O)[O-])c2N1`?
MIN6 prolif: -4; hIAP inh: 8; mIAP activ: 1; GRIN3A LBD mod: 0; A3G deaminase: -11; mIAP inh: -2; MPTP inh: 1.3; APOBEC3A inh: 5; hIAP activ: 0.92

How did C=CCNC(=O)c1onc(CSc2ccc(C(C)C)cc2)c1C(=O)O do in these assays?
MIN6 prolif: 3; hIAP inh: 14; mIAP activ: 1; GRIN3A LBD mod: -4; A3G deaminase: -8; mIAP inh: 0; MPTP inh: 1.9; APOBEC3A inh: -2; hIAP activ: 0.86

How did CCN(CC)C(=O)N1CCN(c2c([N+](=O)[O-])c(=O)oc3ccccc23)CC1 do in these assays?
MIN6 prolif: -2; hIAP inh: 8; mIAP activ: 1.1; GRIN3A LBD mod: -1; A3G deaminase: -6; mIAP inh: -8; MPTP inh: -3.3; APOBEC3A inh: -3; hIAP activ: 0.92

How did Cc1ccc(-n2nc3c(=O)n(CCCC(=O)N4CCC(C)CC4)nc(C)c3c2C)cc1 do in these assays?
MIN6 prolif: -4; hIAP inh: 0; mIAP activ: 1; GRIN3A LBD mod: -2; A3G deaminase: 10; mIAP inh: -2; MPTP inh: -0.7; APOBEC3A inh: -1; hIAP activ: 1

Sorted by number of heavy atoms (largest number first): 3 of the compounds above
How did Cc1ccc(-n2nc3c(=O)n(CCCC(=O)N4CCC(C)CC4)nc(C)c3c2C)cc1 do in these assays?
MIN6 prolif: -4; hIAP inh: 0; mIAP activ: 1; GRIN3A LBD mod: -2; A3G deaminase: 10; mIAP inh: -2; MPTP inh: -0.7; APOBEC3A inh: -1; hIAP activ: 1

What do the screens show for `COc1cc(OC)c(C2=NOC(C(=O)NCc3cccnc3)C2)cc1Cl` (stereo not given)?
MIN6 prolif: -1; hIAP inh: 7; mIAP activ: 1; GRIN3A LBD mod: 2; A3G deaminase: -3; mIAP inh: 0; MPTP inh: 6.7; APOBEC3A inh: -4; hIAP activ: 0.93

Results for CCCCc1noc(-c2c(-c3ccccc3Cl)noc2C)n1 ?
MIN6 prolif: -4; hIAP inh: 6; mIAP activ: 0.91; GRIN3A LBD mod: 1; A3G deaminase: -6; mIAP inh: 9; MPTP inh: -0.6; APOBEC3A inh: 1; hIAP activ: 0.94

(listing goes on)
What do the screens show for `CCc1cc2c(=O)c(-c3nc4ccccc4n3C)coc2c(CN2CCOCC2)c1O`?
MIN6 prolif: -1; hIAP inh: 13; mIAP activ: 0.96; GRIN3A LBD mod: -2; A3G deaminase: -4; mIAP inh: 4; MPTP inh: 0.9; APOBEC3A inh: -5; hIAP activ: 0.87

What do the screens show for `COc1cccc(C(=O)CC(=O)C(=O)Nc2ccc([N+](=O)[O-])cc2C)c1`?
MIN6 prolif: -4; hIAP inh: -9; mIAP activ: 0.98; GRIN3A LBD mod: 1; A3G deaminase: 51*; mIAP inh: 2; MPTP inh: -18; APOBEC3A inh: -1; hIAP activ: 1.1

What do the screens show for `CC(C)c1ccc(/C=C/C(=O)N2CCOCC2)cc1`?
MIN6 prolif: -2; hIAP inh: 24; mIAP activ: 1; GRIN3A LBD mod: -1; A3G deaminase: -2; mIAP inh: 0; MPTP inh: 0.0; APOBEC3A inh: 5; hIAP activ: 0.76

How did Cc1ccc(CNC(=O)C23CN(Cc4ccccc4)CC2C(c2cccc([N+](=O)[O-])c2)=NO3)cc1 (stereo not given) do in these assays?
MIN6 prolif: -3; hIAP inh: 8; mIAP activ: 1; GRIN3A LBD mod: 4; A3G deaminase: -11; mIAP inh: -3; MPTP inh: 1.4; APOBEC3A inh: -1; hIAP activ: 0.92

What do the screens show for `Cc1ccc(C(=O)C2=C(O)C(=O)N(CCN3CCOCC3)C2c2ccccn2)o1` (stereo not given)?
MIN6 prolif: 1; hIAP inh: 8; mIAP activ: 0.98; A3G deaminase: 1; mIAP inh: 2; APOBEC3A inh: -1; hIAP activ: 0.92

What do the screens show for `Cc1cccnc1CCNC(=O)CCc1nnc(CCc2ccccc2)o1`?
MIN6 prolif: -1; hIAP inh: 1; mIAP activ: 1; GRIN3A LBD mod: -1; A3G deaminase: -5; mIAP inh: -2; MPTP inh: 2.0; APOBEC3A inh: 0; hIAP activ: 0.99

How did Cc1ccc(S(=O)(=O)NCC(=O)OCC(=O)Nc2cccc(S(=O)(=O)N3CCOCC3)c2)cc1 do in these assays?
MIN6 prolif: -3; hIAP inh: -2; mIAP activ: 0.93; GRIN3A LBD mod: -3; A3G deaminase: -1; mIAP inh: 7; MPTP inh: -0.6; APOBEC3A inh: 1; hIAP activ: 1

Results for Cc1cc(C)nc(-n2ncc3c2CC(c2ccc(C(C)C)cc2)CC3=O)n1 (stereo not given) ?
MIN6 prolif: -3; hIAP inh: 3; mIAP activ: 0.95; GRIN3A LBD mod: -2; A3G deaminase: -6; mIAP inh: 5; MPTP inh: 3.5; APOBEC3A inh: -1; hIAP activ: 0.97

Results for C[n+]1cccc2ccc3c(c21)OC(N)=C(C#N)C3c1ccccc1 (stereo not given) ?
MIN6 prolif: -1; hIAP inh: 0; mIAP activ: 0.98; GRIN3A LBD mod: -2; A3G deaminase: 13; mIAP inh: 2; MPTP inh: 1.3; APOBEC3A inh: 34; hIAP activ: 1

How did O=S1(=O)CCOCCN1Cc1ccc(Cl)cc1Cl do in these assays?
MIN6 prolif: 6; hIAP inh: 9; mIAP activ: 0.97; A3G deaminase: -7; mIAP inh: 3; APOBEC3A inh: 2; hIAP activ: 0.91

How did CCNC(=O)CCC(=O)Nc1cc(Cl)ccc1C do in these assays?
MIN6 prolif: -1; hIAP inh: -3; mIAP activ: 0.94; GRIN3A LBD mod: 4; A3G deaminase: 0; mIAP inh: 6; MPTP inh: -2.1; APOBEC3A inh: -2; hIAP activ: 1

How did O=C(CN1C(=O)/C(=C\c2ccco2)SC1=S)Nc1ccc(O)cc1C(=O)O do in these assays?
MIN6 prolif: 0; hIAP inh: -10; mIAP activ: 0.3; GRIN3A LBD mod: 4; A3G deaminase: 78; mIAP inh: 70*; MPTP inh: -1.9; APOBEC3A inh: 96; hIAP activ: 1.1

What do the screens show for `O=C(c1ccc(=O)oc1)N1CCOCC1`?
MIN6 prolif: 0; hIAP inh: 6; mIAP activ: 0.94; GRIN3A LBD mod: 4; A3G deaminase: 29; mIAP inh: 6; MPTP inh: -1.6; APOBEC3A inh: 95*; hIAP activ: 0.94

What do the screens show for `O=S(=O)(c1ccc(Br)c2ccccc12)N1CCOCC1`?
MIN6 prolif: 0; hIAP inh: -29; mIAP activ: 0.85; GRIN3A LBD mod: 0; A3G deaminase: -6; mIAP inh: 15; MPTP inh: -0.1; APOBEC3A inh: -8; hIAP activ: 1.3

How did Cc1cc(O)c(C(C)C)cc1NC1=NS(=O)(=O)c2ccccc21 do in these assays?
MIN6 prolif: 2; hIAP inh: 8; mIAP activ: 0.9; GRIN3A LBD mod: 0; A3G deaminase: -6; mIAP inh: 10; MPTP inh: 0.4; APOBEC3A inh: -2; hIAP activ: 0.92

What do the screens show for `CC1CN(S(=O)(=O)c2ccc(C(=O)Nc3nnc(-c4ccc5c(c4)CCCC5)o3)cc2)CC(C)O1` (stereo not given)?
MIN6 prolif: -5; hIAP inh: -30; mIAP activ: 0.85; GRIN3A LBD mod: 2; A3G deaminase: 2; mIAP inh: 15; MPTP inh: -16; APOBEC3A inh: -3; hIAP activ: 1.3

Results for COC(C/C=C/[C@H](O)[C@@H](C)OCc1ccccc1)OC ?
MIN6 prolif: 0; hIAP inh: -14; mIAP activ: 1.1; GRIN3A LBD mod: 2; A3G deaminase: -9; mIAP inh: -6; MPTP inh: -1.6; APOBEC3A inh: -6; hIAP activ: 1.1

What do the screens show for `CC[C@@H](C)CN1C(=O)N[C@@H](CCc2ccccc2)C(C(C)=O)=C1C`?
MIN6 prolif: -6; hIAP inh: 1; mIAP activ: 0.99; GRIN3A LBD mod: -2; A3G deaminase: -2; mIAP inh: 1; MPTP inh: -0.4; APOBEC3A inh: -1; hIAP activ: 0.99

How did COCCCNC(=S)N(CCCN(C)C)Cc1cc2cc3c(cc2[nH]c1=O)OCCO3 do in these assays?
MIN6 prolif: 0; hIAP inh: -4; mIAP activ: 0.87; GRIN3A LBD mod: -1; A3G deaminase: -2; mIAP inh: 13; MPTP inh: -0.4; APOBEC3A inh: -2; hIAP activ: 1
